MDM2 E3 inh: blocks human Mdm2 ubiquitin ligase activity. Q00987. cell-based MDM2 ubiquitination luciferase reporter, 2 h; 0 = plate control, 100 = twice control, blank-subtracted. signal enhancement, % at 5 µM. 0.11% of 210,000 active;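 active = signal enhancement of 30% or more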;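 note: luminescence tracks abundance of the self-degrading MDM2-luciferase fusion protein; higher signal means inhibition of MDM2 E3 ligase activity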
Target sequence (Q00987 whole entry, looked up, the tested form may be a part): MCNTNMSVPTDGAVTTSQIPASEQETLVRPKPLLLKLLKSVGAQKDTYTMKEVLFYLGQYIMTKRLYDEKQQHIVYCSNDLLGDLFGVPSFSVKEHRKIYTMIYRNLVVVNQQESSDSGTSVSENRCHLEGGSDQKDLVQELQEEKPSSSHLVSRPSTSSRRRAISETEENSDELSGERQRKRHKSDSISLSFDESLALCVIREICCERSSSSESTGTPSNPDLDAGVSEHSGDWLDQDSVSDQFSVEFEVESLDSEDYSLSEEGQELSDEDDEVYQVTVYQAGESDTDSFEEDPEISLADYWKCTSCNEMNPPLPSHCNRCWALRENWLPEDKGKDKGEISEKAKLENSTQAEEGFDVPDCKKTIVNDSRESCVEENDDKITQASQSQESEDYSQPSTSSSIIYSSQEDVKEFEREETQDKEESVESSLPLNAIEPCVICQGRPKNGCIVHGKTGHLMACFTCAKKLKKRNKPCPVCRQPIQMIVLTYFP
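Assay system: stable mammalian line carrying autodegrading MDM2–luciferase fusion reporter; amount: 2000 cells seeded into each well; buffer or medium: DMEM; benchmarks: plate control and blank wells; signal: luciferase luminescence; timing: 2 h compound exposure at 37 °C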
EBV gp42 inh: EBV gp42 inhibition; Q1HVG2; 0.42% of 220,000 active; Fluorescence polarization binding assay, mP read-out; inhibition, % (tested at 21.74 µM); in the data active = inhibition above about 50%
L929 necroptosis: L929 zVAD cell death inhibition; viability rescue, % at 10 µM; L929 zVAD necroptosis rescue, ATP luminescence, 24 h; with zVAD 60 µM; 0.38% of 220,000 active; AID 1377;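 active = activation, scaled between plate controls, above about 75%, limit read from the data; inactive = activation under that limit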;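 note: 0% = zVAD with DMSO and 100% = DMSO alone without zVAD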
Cl transport mod: KCC2 (human) Cl- transport modulation; 2.2% of 190,000 active; AID 1456; B-score of Tl+ flux slope (higher = more flux/activation; lower = inhibition) at 10 µM; KCC2 cells, thallium flux FluoZin-2 fluorescence;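 active = thallium flux slope and its plate-corrected score both differing from the plate sample mean at a set confidence after two filtering rounds, in either direction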;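 note: slope of fluorescence scaled to starting intensity during 10 to 20 s after thallium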
PERK inhibitor: inhibitors of human PERK kinase; inhibition, % at 5.6 µM; AID 1416; CHO PERK-DD fusion, SEAP luminescence translation reporter; 0.17% of 220,000 active;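 active = inhibition above the mean inhibition of all tested compounds plus 3 SD, set separately per screening campaign, cut at about 2.9% in these data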;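 note: PERK kinase domain activated by AP20187 dimerizer at 100 nM; 0% = DMSO with dimerizer and 100% = rapamycin at 8.4 µM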
eIF4E 4G PPI: inhibitors of eIF4E and eIF4G interaction in translation initiation. TR-FRET eIF4E-eIF4GI(517-606) binding, 2 h. P63073+Q04637. AID 782. 0.37% of 220,000 active. inhibition, % at 21.7 µM;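 active = inhibition above about 30%, limit read from the data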;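 note: 0% = full FRET control wells and 100% = background wells lacking eIF4GI fragment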
TNF death inh: inhibitors of TNF-alpha induced necroptosis in Jurkat FADD-/- cells; activation (protection from cell death), % at 10 µM; Jurkat FADD-/- TNF necroptosis rescue, ATP luminescence, 24 h; 0 = TNF only, 100 = no-TNF cells; 0.068% of 220,000 active;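 active = activation, meaning protection from cell death, of at least 50% relative to plate controls; inactive = activation below 50%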;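 note: necroptosis triggered by 40 ng/mL TNF-alpha added together with compound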
Rad51 HR inh: Rad51 (human) homologous recombination inhibition. Q06609. hRad51 DNA strand exchange, fluorescence dequenching. inhibition, % at 10 µM. 0.085% of 200,000 active;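 active = inhibition above 40% at the single screening dose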;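 note: 0% = DMSO control wells and 100% = blanks with heterologous ssDNA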
Target sequence (Q06609 whole entry, looked up): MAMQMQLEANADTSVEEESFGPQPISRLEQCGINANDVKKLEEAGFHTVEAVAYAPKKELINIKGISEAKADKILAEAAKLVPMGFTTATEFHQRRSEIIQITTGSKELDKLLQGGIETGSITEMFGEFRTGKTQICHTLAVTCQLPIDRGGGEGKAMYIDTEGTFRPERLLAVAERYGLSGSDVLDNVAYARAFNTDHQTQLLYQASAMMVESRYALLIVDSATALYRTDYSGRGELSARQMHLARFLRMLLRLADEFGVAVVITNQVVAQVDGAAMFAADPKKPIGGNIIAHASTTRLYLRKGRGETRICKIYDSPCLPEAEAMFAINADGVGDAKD
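Material: hRad51 filaments on single-stranded DNA; Reagent: Donor/quencher-labelled 47-bp dsDNA substrate; Compound: 10 µM final, single point; Schedule: 37 °C 15-min filament assembly, 30-min compound preincubation, 15-min exchange; Technique: FRET fluorescence, excitation 485 nm, emission 520 nm; Benchmarks: control wells and blank wells on each plate.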
Calpain2 inh: calpain II (pig) inhibition; purified calpain II, fluorogenic peptide substrate, 30 min; inhibition, % at 16 µM; 0.37% of 220,000 active;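 active = inhibition above about 50%, limit read from the data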
Starred values were filed as active, the others as inactive; i = inactive; nt = not tested or not shown; [ ] = another dose, or the depositor's remark.

Each structure is followed by: MDM2 E3 inh | EBV gp42 inh | L929 necroptosis | Cl transport mod | PERK inhibitor | eIF4E 4G PPI | TNF death inh | Rad51 HR inh | Calpain2 inh
> COC(=O)c1sccc1NC(=O)c1cc(-c2ccc(C)cc2)nc2ccccc12
    -1 | -3 | -0.4 | 1.1 | -0.3 | -17 | -5.6 | nt | -28
> COc1cc(C2=NOC(C(=O)NCc3ccc(F)cc3)C2)cc(OC)c1OC (stereo unspecified)
    7 | -21 | -1.9 | 1.4 | -0.4 | -6 | -10 | nt | 20
> COCCNC(=S)N(CCc1c(C)[nH]c2ccc(C)cc12)Cc1ccco1
    10 | 5 | 1.7 | -0.81 | 0.3 | 2 | 2.1 | 9 | -1
> CCC(CO)n1c(SCc2cc(=O)oc3cc(C)ccc23)nc2ccccc2c1=O (stereo unspecified)
    -25 | 0 | -0.4 | nt | -2.4 | -2[fluorescence artefact?] | 0.3 | 3 | 8
> Clc1ccc(CSc2nnc(/C=C/c3ccccc3)o2)c(Cl)c1
    9 | -11 | 0.3 | nt | 0.3 | -10 | -3.5 | -1 | -60
> CCOc1cc(Cl)c(S(=O)(=O)NCc2ccccn2)cc1Cl
    -14 | 4 | 0.5 | nt | -0.2 | -4 | -1.2 | 2 | 14
> CC1(C)Cc2ccccc2C(N/N=C/c2cccc(F)c2)=N1
    -13 | -21 | -0.1 | -1.5 | 0.1 | 7 | -3.8 | -3 | 28
> Cc1cc(NS(=O)(=O)c2ccc(N3C(=O)C4C5C=CC(C5)C4C3=O)cc2)nc(C)n1 (stereo unspecified)
    -17 | -9 | 0.3 | 0.14 | 1.5 | 1 | 0.4 | -4 | -8
> C=CCc1cc(OC)ccc1OCCOCCC(C(=O)OCC)C(=O)OCC
    18 | 2 | 0.6 | -1.1 | 0.4 | 10 | -0.1 | 0 | -2
> COc1ccc(/C=N/c2oc(-c3ccccc3)cc2C#N)cc1
    1 | -4 | 0.4 | 0.22 | 0.7 | 0 | -5.3 | 4 | -15
> COc1ccc(C(=O)N2CCC(n3c(C)nc4cc(F)ccc43)CC2)cc1
    2 | 7 | 0.0 | -0.63 | -0.3 | 1 | 2.1 | 6 | -13
> COc1ccc(CN2C3CCCC2CC(NC(=O)Nc2ccccc2)C3)cc1 (stereo unspecified)
    2 | -21 | -1.1 | 0.63 | -0.5 | 3 | 0.0 | -4 | -11
> COc1ccc(C(=O)Cc2ccc(F)cc2)c(OC)c1
    -1 | 6 | -0.1 | -0.54 | 1.2 | 21 | 1.5 | 0 | -1
> COC(=O)CNC(=O)CCCCC(=O)NCC(=O)OC
    -12 | -21 | 0.3 | 0.73 | 2.0 | -5 | 0.6 | -14 | -33
> O=[N+]([O-])c1cc(CN2CCN(c3cccc(C(F)(F)F)c3)CC2)c2cccnc2c1O
    -16 | -7 | 1.2 | 0.091 | 0.2 | -2 | -15 | 9 | -115
> O=C(CCS(=O)(=O)Cc1ccccc1)N1CCN(c2ccccc2)CC1
    3 | -6 | 1.0 | -0.7 | -0.5 | -5 | 0.6 | 3 | -16
> COc1ccc(C2SCC(C(=O)O)N2C(C)=O)cc1OC (stereo unspecified)
    -10 | -8 | 1.6 | 0.072 | 1.5 | -1 | 0.7 | -3 | -22
> COc1ccc(Nc2cc(C)nc3nc(C)nn23)cc1Cl
    -8 | 14 | 0.1 | 0.7 | 0.2 | 0 | 0.9 | -4 | -4
> CCN(N)C(=S)Nc1ccc(F)cc1
    5 | -9 | 0.2 | -0.22 | 0.0 | -1 | 0.8 | 0 | 22
> COc1ccc(C(CC(=O)O)NC(=O)COc2cc(C)ccc2C)cc1OC (stereo unspecified)
    -2 | 12 | 0.1 | 1.5 | 1.4 | -6 | 0.2 | -44 | -29
> Cc1c(-c2cccs2)[n+](=O)c2c(n1[O-])CCCC2
    -2 | -10 | 3.0 | -0.009 | 0.5 | -1 | 1.0 | -1 | 4
> Cc1cc(-c2ccccc2C(=O)NC2CCCCC2)on1
    -14 | -6 | -0.1 | 0.67 | 0.1 | 0 | 3.1 | 0 | 0
> COc1ccc(C(=O)NCC(=O)N/N=C/c2ccc([N+](=O)[O-])o2)cc1OC
    -3 | -4 | -1.0 | 1.1 | -0.1 | 2 | -27 | -3 | -3
> CCC(C)(C)C1CCC(=NNC(=S)Nc2cccnc2)CC1 (stereo unspecified)
    5 | -4 | 1.7 | 24* | 0.2 | -2 | 0.5 | 1 | 2
> CCOc1ccc(/C=C2/SC(=O)NC2=S)cc1
    -26 | 7 | 18 | 69* | 0.4 | 5 | -1.6 | 9 | -19
> CC(=O)Nc1ccc(C(=O)CSc2nnnn2C(C)C)cc1
    -30 | -13 | 3.1 | 0.73 | 1.1 | -1 | 1.7 | 6 | -76
> COc1cc(/C=C2\SC(c3ccc(C)cc3)=NC2=O)cc(OC)c1OC
    -10 | -124 | 0.4 | nt | 0.7 | -19 | 1.0 | -1 | 1
> O=C1CCSc2ccc(Cl)cc2N1Cc1ccc(Cl)cc1
    -6 | 6 | -0.1 | nt | 0.6 | 7 | -1.8 | 3 | 15
> CCCOc1ccc(C2C(C(=O)OC)=CN(CCOC)C=C2C(=O)OC)cc1
    -11 | -17 | 0.4 | 0.85 | -2.2 | -3[fluorescence artefact?] | -0.6 | -3 | i
> CCCCCC(C)n1[nH]c(=O)c2c(C)cc(C)nc21 (stereo unspecified)
    -12 | -5 | 0.3 | nt | 0.9 | -2 | -0.2 | 6 | -9

Grouped by structure, the compounds so far with a COOH group.
Each structure is followed by: MDM2 E3 inh | EBV gp42 inh | L929 necroptosis | Cl transport mod | PERK inhibitor | eIF4E 4G PPI | TNF death inh | Rad51 HR inh | Calpain2 inh
> COc1ccc(C2SCC(C(=O)O)N2C(C)=O)cc1OC (stereo unspecified)
    -10 | -8 | 1.6 | 0.072 | 1.5 | -1 | 0.7 | -3 | -22
> COc1ccc(C(CC(=O)O)NC(=O)COc2cc(C)ccc2C)cc1OC (stereo unspecified)
    -2 | 12 | 0.1 | 1.5 | 1.4 | -6 | 0.2 | -44 | -29

Compound profiles, as listed above:
Record of Cc1cc(-c2ccccc2C(=O)NC2CCCCC2)on1 : MDM2 E3 inh: -14; EBV gp42 inh: -6; L929 necroptosis: -0.1; Cl transport mod: 0.67; PERK inhibitor: 0.1; eIF4E 4G PPI: 0; TNF death inh: 3.1; Rad51 HR inh: 0; Calpain2 inh: 0
Record of COC(=O)CNC(=O)CCCCC(=O)NCC(=O)OC : MDM2 E3 inh: -12; EBV gp42 inh: -21; L929 necroptosis: 0.3; Cl transport mod: 0.73; PERK inhibitor: 2.0; eIF4E 4G PPI: -5; TNF death inh: 0.6; Rad51 HR inh: -14; Calpain2 inh: -33

5 compounds already listed, ordered by the value under Cl transport mod, highest first:
structure	EBV gp42 inh	Cl transport mod	PERK inhibitor	eIF4E 4G PPI	Rad51 HR inh	Calpain2 inh
COc1ccc(C(CC(=O)O)NC(=O)COc2cc(C)ccc2C)cc1OC (stereo unspecified)	12	1.5	1.4	-6	-44	-29
COC(=O)c1sccc1NC(=O)c1cc(-c2ccc(C)cc2)nc2ccccc12	-3	1.1	-0.3	-17	nt	-28
Cc1cc(NS(=O)(=O)c2ccc(N3C(=O)C4C5C=CC(C5)C4C3=O)cc2)nc(C)n1 (stereo unspecified)	-9	0.14	1.5	1	-4	-8
COc1ccc(C2SCC(C(=O)O)N2C(C)=O)cc1OC (stereo unspecified)	-8	0.072	1.5	-1	-3	-22
COc1ccc(C(=O)N2CCC(n3c(C)nc4cc(F)ccc43)CC2)cc1	7	-0.63	-0.3	1	6	-13

Further results
mol,MDM2 E3 inh,EBV gp42 inh,L929 necroptosis,Cl transport mod,PERK inhibitor,eIF4E 4G PPI,TNF death inh,Rad51 HR inh,Calpain2 inh
O=C(c1ccco1)N1CCN(c2c(-c3ccccc3)c3cc(Cl)ccc3[nH]c2=O)CC1,-1,-7,0.6,0.03,-1.1,-35[fluorescence artefact?],-4.7,5,-223
CN(C)CCOC(=O)c1ccc2c(c1)S(=O)(=O)c1ccccc1C2=O,nt,-8,-0.7,0.58,0.8,35*,-0.3,nt,9
COc1ccc(N2CCN(C(=O)CSc3nnc(NC(=O)C4CC4)s3)CC2)cc1,12,-2,-0.7,-0.45,-0.1,1,1.1,-2,22
CC(C)Cc1nc(S(=O)(=O)c2ccc(Cl)cc2)c(N2CCOCC2)o1,-12,-15,-0.6,-0.27,1.8,14[fluorescence artefact?],-1.6,5,-13
Cc1c(NC(=S)N2CCN(c3ccc(F)cc3)CC2)c(=O)n(-c2ccccc2)n1C,5,-7,1.4,-0.95,-0.4,2,-0.4,3,-10
NC(=O)C1CCN(c2ncnc3c2c(-c2ccccc2)cn3-c2ccccc2)CC1,-15,-3,-0.9,1.3,0.4,-4,-8.8,-13,-26
CC1(OC(=O)CCc2ccccc2)C(=O)C=C2C=C(c3ccc(C#N)cc3)N(CC3CC3)C=C2C1=O (stereo unspecified),14,-6,0.0,0.18,nt,4,0.0,-7,-86
Cc1cc(SCc2cc(=O)[nH]c3ccccc23)nc2ccccc12,-16,9,1.7,-0.86,-0.5,-30,-0.1,nt,8
COC(=O)/C=C1/S/C(=N/NC(=O)c2ccccc2C)NC1=O,-10,-4,0.3,0.065,0.8,6,1.3,5,26
CC1(C)CC(NC(=O)c2ccccc2Cl)CC(C)(C)N1,-3,6,0.1,1.7,-0.8,8[fluorescence artefact?],-0.7,-6,20
COc1cccc(C(c2nnnn2Cc2ccccc2)N2CCN(C3CCCC3)CC2)c1OC (stereo unspecified),nt,-17,0.5,0.7,-1.3,4,-13,-2,-2
COc1cc(NC(=O)CN2CCCCC2)c(C)cc1[N+](=O)[O-],-11,-13,0.5,-0.087,0.5,1,2.4,-3,9
Cc1cccc2cc(CN(Cc3ccccc3)C(=S)NCCCN(C)C)c(=O)[nH]c12,-7,-22,-1.1,0.012,-0.6,4,5.1,2,-18
CCOc1ccc(C2NC(=S)NC3=C2CCc2ccccc23)cc1 (stereo unspecified),-17,-9,-0.2,0.36,0.3,-1,-6.4,6,23
O=C(COc1ccccc1)N1CCN(S(=O)(=O)c2ccc(Cl)cc2)CC1,-13,9,0.1,-0.85,-0.6,-6[fluorescence artefact?],1.5,2,15
COc1cccc(/C=C/C(=O)Nc2ccc3[nH]c(=O)[nH]c3c2)c1,-18,-3,1.8,0.99,0.3,-9,-2.7,9,-7
CCN(CC(=O)Nc1c(F)cccc1F)C(=O)Cc1ccccc1,2,-6,1.9,-2.2,1.5,2,-0.7,-6,-13

Compound activity from PubChem BioAssay.
